Screening data: PubChem BioAssay, National Center for Advancing Translational Sciences (NCATS)
RXFP1 ag – RXFP1 (human) receptor agonism | Potency, µM (top dose mostly 57.5 µM), for the others: at the top dose activation, usual class: activators | HEK293T-RXFP1 cAMP TR-FRET, 30 min; response scale: percent of porcine relaxin response, buffer zero | AID 2676 | hit rate 0.3% among 370,000; further: potency means the concentration at half of the fitted maximal effect; on the % scale 0 is the no-effect control and ±100 the full control effect; nearly all actives have a fitted effect of over 60% in size; many of its hits are not listed in these tables
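HEK293T cells stably expressing RXFP1 were pretreated with the PDE4 inhibitor Ro 20174, exposed to compounds for 30 min at 37C, lysed, and cAMP was read by TR-FRET. Data normalized to buffer (basal) and 29 nM porcine relaxin (100%).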
D2 PAM – positive allosteric modulators of human D2 dopamine receptor. P14416. potentiation, % at 10 µM. HEK293 T-REx D2, calcium flux, EC20 dopamine potentiation. AID 485347. hit rate 0.34% among 340,000;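 active means potentiation over 3 SD above the plate norm, cut at about 30% in these data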; further: 0% is about no effect
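Primary screen. Calcium kinetics in induced HEK293 T-REx D2 cells: compound pre-addition 180 s, EC20 dopamine, 180 s more.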
TRHR enhancer – allosteric enhancers of human TRH receptor; P34981; TRHR cells, fluo-8 calcium fluorescence, EC20 TRH enhancement; enhancement, % at 2 µM; hit rate 0.66% among 360,000; AID 493056; in the data active means enhancement above about 30%; further: 0% is about no effect
Target sequence (P34981 whole entry, looked up): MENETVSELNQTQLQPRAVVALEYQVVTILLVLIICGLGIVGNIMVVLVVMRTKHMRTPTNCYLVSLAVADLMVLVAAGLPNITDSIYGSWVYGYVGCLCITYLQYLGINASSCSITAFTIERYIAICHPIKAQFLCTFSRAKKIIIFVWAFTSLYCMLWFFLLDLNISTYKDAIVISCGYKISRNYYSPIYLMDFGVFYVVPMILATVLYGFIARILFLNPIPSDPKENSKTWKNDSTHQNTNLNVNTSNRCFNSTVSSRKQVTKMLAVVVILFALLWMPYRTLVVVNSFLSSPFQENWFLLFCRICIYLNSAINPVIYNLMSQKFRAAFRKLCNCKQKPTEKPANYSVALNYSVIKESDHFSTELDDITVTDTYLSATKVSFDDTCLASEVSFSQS
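Enhancer read-out: after compound pinning and an initial kinetic agonist-mode read, an EC20 of TRH (10 nM final) was injected and fluo-8 calcium signal (Ex 480/Em 530) followed at 1 s/cycle for 100 cycles in TRHR-expressing cells.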
D1 potentiator – enhances dopamine response at the human D1 receptor; P21728; HEK293 TREx D1 cells, calcium flux, dopamine EC20 potentiation; potentiation, % at 10 µM; hit rate 0.036% among 360,000; AID 504651; in the data active means potentiation above about 30%; further: 0% is about no effect
Target sequence (P21728 whole entry, looked up): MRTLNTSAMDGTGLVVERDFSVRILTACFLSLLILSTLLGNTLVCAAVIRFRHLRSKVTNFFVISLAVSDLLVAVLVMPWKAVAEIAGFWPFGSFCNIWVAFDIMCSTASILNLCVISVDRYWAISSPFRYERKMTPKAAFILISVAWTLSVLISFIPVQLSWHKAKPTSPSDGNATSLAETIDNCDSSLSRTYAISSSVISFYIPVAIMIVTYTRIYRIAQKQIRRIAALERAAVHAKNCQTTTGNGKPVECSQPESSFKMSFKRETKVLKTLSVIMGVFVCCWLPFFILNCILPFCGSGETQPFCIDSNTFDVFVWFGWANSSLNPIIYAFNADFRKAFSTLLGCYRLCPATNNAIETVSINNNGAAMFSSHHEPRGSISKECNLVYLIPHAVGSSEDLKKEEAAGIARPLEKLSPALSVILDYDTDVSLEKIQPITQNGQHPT
D1 antagonist – antagonists of human D1 dopamine receptor. P21728. HEK293 TREx D1 cells, calcium flux, dopamine EC80; stronger effect = lower value. activity change, negative = inhibition, % at 10 µM. hit rate 3.2% among 360,000. AID 504652; in the data active means activity change below about -30%; further: on the % scale 0 is the no-effect control and ±100 the full control effect
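Kinetic fluorescence of a calcium dye serves as the read-out. D1-expressing Hek293 Trex cells, induced overnight at 30 C, are exposed to compound for 180 s before an EC80 dopamine addition, then read 180 s further.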
RXFP1 antag – blocks the human relaxin receptor RXFP1. HEK293-RXFP1, relaxin-stimulated cAMP HTRF, 30 min; stronger effect = lower value. activity change, negative = inhibition, % at 57.5 µM. hit rate 0.59% among 350,000. AID 1259400;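 active means activity change of -60% or lower, but not beyond a set lower limit; inconclusive means change between -60% and -40%, or beyond the set limit; inactive means change above -40%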; further: on the % scale 0 is the no-effect control and ±100 the full control effect
D1 ag – human D1 receptor agonism; P21728; HEK293 T-REx D1 cells, calcium flux, agonist mode; activation, % at 2 µM; hit rate 1% among 360,000; in the data active means activation above about 30%; further: 0% is about no effect
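Inducible HEK293 T-REx D1 cells, force-coupled to calcium signalling, were plated at 4000 cells/well with tetracycline and held overnight at 30 C. After no-wash calcium dye loading, compound-evoked calcium rise over 180 s flagged agonists.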
Apoferritin bind – binds horse apoferritin like a general anesthetic. P02791. apoferritin/1-aminoanthracene competitive binding, fluorescence. Potency, µM (highest dose often 77.5 µM), inactives show at the highest dose activity change, negative = displacement, hits mostly inhibitors. hit rate 0.074% among 350,000; further: potency means the concentration at half of the fitted maximal effect; on the % scale 0 is the no-effect control and ±100 the full control effect; nearly all actives have a fitted effect of over 20% in size
Target sequence (P02791 2-175 limits assumed): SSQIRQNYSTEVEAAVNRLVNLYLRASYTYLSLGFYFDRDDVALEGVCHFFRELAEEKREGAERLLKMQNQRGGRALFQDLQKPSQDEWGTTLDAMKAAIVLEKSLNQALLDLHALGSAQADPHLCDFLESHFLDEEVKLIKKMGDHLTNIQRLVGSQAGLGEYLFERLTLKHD
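Horse-spleen apoferritin (10 uM) was mixed with 50% saturated 1-aminoanthracene in PBS, exposed to compounds for 10 min at room temperature, and read for fluorescence (ex 380 nm, em 535 nm). Competitive displacement was fitted with a four-parameter Hill equation.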
TRHR ag – TRH receptor (human) agonism; P34981; TRHR cells, calcium flux fluo-8, FDSS agonist mode; activation, % at 2 µM; hit rate 0.18% among 360,000; AID 493084; in the data active means activation above about 30%; further: 0% is about no effect
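Agonist-mode FDSS calcium read (Ex 480/Em 530, 1 s cycles) in 1536-well TRHR cells with fluo-8 dye, after 10-cycle baseline and 23 nL compound addition; TRH at EC20 (10 nM final) added afterwards for the enhancer phase.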
The depositor's hits bear a star; ? = inconclusive; / = no result given; [ ] = another dose, or the depositor's remark. Unless noted, the call rests on the fitted dose curve; in most records, active means well fitted curve in the direction sought with a large enough effect; inconclusive means small, poorly fitted or top-dose-only effect, or another doubt; inactive means no such curve, though single readings can be large; an effect the other way counts as inactive or inconclusive. The list is partial; rates above refer to the full screens.

SMILES | RXFP1 ag | D2 PAM | TRHR enhancer | D1 potentiator | D1 antagonist | RXFP1 antag | D1 ag | Apoferritin bind | TRHR ag
COc1ccc(-n2cnnc2SCC(=O)c2cc(C)n(Cc3cccs3)c2C)cc1 | -0.1% | -17 | 1 | -1 | 4 | 10 | 0 | 14% | -0.8
CC1CCN(C(=O)Cn2cc(SCc3ccccc3)c3ccccc32)CC1 | -1.2% | / | -15 | 0 | 5 | -34 | 2 | 4% | 0.4
CC(C)Cn1c(N)c(C(=O)COC(=O)c2cnc(Cl)c(Cl)c2)c(=O)n(C)c1=O | 0.4% | -1 | -1 | -4 | 7 | -36 | 8 | -13% | 0.7
COc1ccccc1C(=O)Oc1ccc2ccc(=O)oc2c1 | 4.4% | 6 | 1 | -6 | 7 | -4 | 1 | 2% | -1.3
O=C1c2ccccc2NC2(CCCCC2)N1N=C1CCCCC1 | -1.1% | -7 | -6 | 0 | -7 | / | 8 | 3% | 0.0
CCc1cc2c(NCC3CCCO3)ncnc2s1 (stereo unspecified) | 2.8% | 10 | -3 | -6 | -3 | 1 | 5 | -7% | -0.1
O=C(Oc1cccc2cccnc12)c1cccc(-n2cnnn2)c1 | -0.1% | -3 | 4 | -5 | -9 | -19 | -3 | 16% | 0.2
COc1cccc(C(=O)Nc2cccnc2)c1OC | 4.2% | -2 | -5 | 1 | 0 | -2 | -1 | -5% | 0.1
O=C(COC(=O)c1cccc(Oc2ccccc2)c1)NCc1ccco1 | 1.9% | / | -1 | 11 | -13 | 13 | 7 | ? | -0.6
Cc1cc(=O)n(CC(=O)NC(C)c2ccccc2)c2c1c(C)nn2C (stereo unspecified) | -0.7% | -5 | 0 | 0 | -1 | / | 8 | -1% | 0.2
O=C1CC(c2cccc(F)c2)c2c(c3ccccc3[nH]c2=O)O1 (stereo unspecified) | 11% | 4 | -7 | -2 | 4 | 9 | 3 | -2% | -1.2
COc1ccc(C2c3[nH]c4ccc(OC)cc4c3CCN2C(=O)Nc2ccccc2)cc1 (stereo unspecified) | 0.8% | 2 | 5 | -2 | -9 | -28 | 4 | 31%[activator] | 0.9
C/C(CC(=O)Nc1ccc(Cl)cn1)=N\NC(=O)Cc1cccs1 | 0.9% | 13 | 2 | -3 | 5 | -4 | 2 | -6% | -0.1
CCN(c1ccccc1)c1nnc(NC(=O)Nc2ccc(C)cc2)s1 | 6.3% | 13 | 1 | -3 | -34* | -2 | -2 | -4% | -0.3
COC(=O)c1ccc(-c2ccco2)n1Cc1ccccc1Cl | -0.5% | -3 | -2 | -3 | -2 | 6 | 5 | 5% | 0.5
COc1ccc(OCC(O)CNC(=O)Nc2ccc(Cl)cc2)cc1 (stereo unspecified) | -0.5% | -1 | 10 | -2 | -7 | -12 | 3 | -2% | -0.3
COc1cccc(NC(=O)c2ccc[n+](C)c2)c1 | 2.7% | 0 | 1 | 3 | 7 | 8 | 4 | 1% | 0.7
CCC(=O)N(CCC(c1ccccc1)c1ccc2c(c1)OCO2)Cc1ccc(OC(C)C)cc1 (stereo unspecified) | -0.2% | -1 | -7 | -3 | -53* | / | 27 | 50%[activator] | 1.6
Cc1c(NC(=S)NC(=O)c2ccco2)cccc1-c1nc2ncccc2o1 | -3.0% | 7 | 1 | 7 | 7 | -14 | 1 | -10% | -0.2
O=C(CCN1CCN(c2ccccc2F)CC1)Nc1ccccc1Cl | -1.5% | -24 | -16 | -19 | -20 | 2 | 2 | -5% | -0.6
Cc1ccc(CSCc2ccc(C(=O)NCC3CCCO3)o2)cc1 (stereo unspecified) | 0.3% | / | 0 | -1 | 1 | 14 | 1 | -9% | -0.7
C=CCSc1nnc2c(n1)OC(c1cccnc1)N(C(C)=O)c1ccccc1-2 (stereo unspecified) | 3.2% | 2 | 1 | 0 | -1 | 8 | -1 | -8% | -0.3
CCCCNC(=S)NCc1ccc2c(c1)cc(C)n2C | 2.4% | -1 | -4 | -1 | -2 | -1 | 0 | -9% | -0.2
NC(=O)CSc1nnc(-c2cccnc2)n1Cc1ccccc1 | -0.1% | -8 | 0 | -2 | -18 | -10 | -1 | 4% | 1.0
CCN(CC)CCN(C)Cc1ccc(Br)cc1 | -0.3% | 4 | 13 | 4 | 9 | -35 | 0 | -12% | -0.3
CCOc1cc(N2CCOCC2)c(OCC)cc1NC(=O)CN1C(=O)C2CC=CCC2C1=O (stereo unspecified) | -0.4% | -2 | -1 | -4 | -9 | -6 | 2 | 0% | 0.0
C=CCn1c(Cc2c[nH]c3ccccc23)n[nH]c1=S | 0.4% | -4 | 2 | -6 | 2 | 0 | 23 | ? | -2.1
COC(=O)c1ccc(NC(=O)C2CCCN2C(=O)OCc2ccccc2)cc1 (stereo unspecified) | -0.2% | 7 | -1 | -1 | -24 | 10 | 0 | -4% | -1.7
CCOc1ccccc1-n1nnnc1SCc1nc2ccccc2s1 | 3.0% | 11 | -11 | -3 | -31* | 5 | 13 | 5% | 0.1
CC1CCCC(N2CCN(C(=O)c3ccccc3F)CC2)C1 (stereo unspecified) | 1.8% | 15 | -6 | -4 | -12 | 2 | 0 | -5% | 0.9
CCCCn1nc(C(=O)NC2=NCCS2)c2ccccc2c1=O | -0.7% | -2 | 3 | -3 | -2 | 17 | 3 | 2% | -0.5
Cc1ncc([N+](=O)[O-])n1CCOC(=O)NC(NCc1cccnc1)C(Cl)(Cl)Cl (stereo unspecified) | 1.2% | -7 | -5 | 6 | 16 | -5 | 6 | 4% | -0.3
CCC(C)c1ccc(NC(=S)Nc2ccc(OC)c(OC)c2)cc1 (stereo unspecified) | 1.5% | -6 | 2 | -6 | -7 | -20 | -2 | ? | -0.2
CCCCNC(=O)CCCn1c(=O)c2ccccc2n(Cc2ccc(Cl)cc2)c1=O | 2.8% | 1 | 8 | 2 | -4 | / | 0 | 4% | -0.8
CC(=O)c1ccc(OCc2ccc(Oc3c(Cl)cccc3[N+](=O)[O-])cc2)cc1 | -0.7% | 3 | -27 | -5 | -1 | -9 | 5 | 0% | 0.8
Cc1ccc(CC(=O)Nc2ccc3c(c2)N(C)C(=O)c2ccccc2S3)cc1 | 1.9% | 18 | 7 | -1 | 13 | ? | 6 | -7% | 0.8

Entries of single compounds, quoted from the list:
`CCOc1cc(N2CCOCC2)c(OCC)cc1NC(=O)CN1C(=O)C2CC=CCC2C1=O` (stereo unspecified) is listed as RXFP1 ag: -0.4%; D2 PAM: -2; TRHR enhancer: -1; D1 potentiator: -4; D1 antagonist: -9; RXFP1 antag: -6; D1 ag: 2; Apoferritin bind: 0%; TRHR ag: 0.0
`CCCCNC(=O)CCCn1c(=O)c2ccccc2n(Cc2ccc(Cl)cc2)c1=O` is listed as RXFP1 ag: 2.8%; D2 PAM: 1; TRHR enhancer: 8; D1 potentiator: 2; D1 antagonist: -4; RXFP1 antag: /; D1 ag: 0; Apoferritin bind: 4%; TRHR ag: -0.8
`CCCCn1nc(C(=O)NC2=NCCS2)c2ccccc2c1=O` is listed as RXFP1 ag: -0.7%; D2 PAM: -2; TRHR enhancer: 3; D1 potentiator: -3; D1 antagonist: -2; RXFP1 antag: 17; D1 ag: 3; Apoferritin bind: 2%; TRHR ag: -0.5

(continued)
SMILES | RXFP1 ag | D2 PAM | TRHR enhancer | D1 potentiator | D1 antagonist | RXFP1 antag | D1 ag | Apoferritin bind | TRHR ag
COc1cc2ccc(=O)oc2cc1OCC(O)C(C)(C)O (stereo unspecified) | 8.6% | 0 | 7 | -5 | 9 | 11 | 0 | 42%[activator] | -0.3
Cc1cc(F)ccc1NC(=O)c1cc(S(=O)(=O)N2CCCC2)cn1C | 5.2% | 0 | -2 | -1 | -18 | -5 | 5 | -9% | -0.3
CCOC(=O)c1ccc(Nc2ncnc3nc[nH]c23)cc1 | 2.6% | 2 | 6 | -4 | -13 | -1 | 3 | -4% | 0.2
Cc1nnc(N(Cc2ccccc2)C(=O)c2cnccn2)s1 | 0.9% | / | 20 | -6 | -11 | 6 | 1 | -17% | -0.5
O=C(c1cc(Cl)ccc1Cl)N1CCN(Cc2ccccc2)CC1 | 0.2% | -8 | -2 | -1 | -12 | -3 | 2 | -5% | -0.7
O=C(COC(=O)c1ccccn1)Nc1cc(Cl)ccc1Cl | 3.5% | 5 | 1 | -2 | -4 | -3 | 1 | ? | -0.3
O=S(=O)(NC1CC1)c1ccc(S(=O)(=O)N2CCCC3(CCCCC3)C2)cc1 | -2.1% | / | -2 | -2 | 1 | -11 | 0 | -9% | 1.0
CN(C(=O)CN1C(=O)/C(=C/c2ccccc2Cl)SC1=S)C1CCS(=O)(=O)C1 (stereo unspecified) | -0.3% | -8 | -2 | -4 | 9 | -8 | 5 | -3% | -1.3
Cc1ccc(-n2nnnc2CS(=O)(=O)c2ccccc2)c(C)c1 | 0.7% | 1 | -2 | 5 | -12 | -5 | 5 | -12% | 0.3
Cc1ccc(CN2CCS(=O)(=O)CC2)cc1 | -1.6% | 27 | -6 | 2 | -3 | -5 | 2 | -13% | -0.2
CN1CCN(C(=O)C23CCC(C)(c4nc5ccccc5nc42)C3(C)C)CC1 (stereo unspecified) | 0.1% | -18 | 13 | 3 | 7 | -5 | 2 | -10% | 0.6
FC(F)(F)c1cc(C(F)(F)F)c2ccc(N3CCN(c4ccc(Cl)cc4)CC3)nc2n1 | -1.4% | 19 | 0 | -4 | 7 | -5 | 0 | -15% | 1.1
CC(C)CN1CCN(Cc2cccc3cccnc23)CC1CCO (stereo unspecified) | -0.4% | -14 | 10 | -7 | 11 | -6 | 0 | -5% | 0.1
CCn1c2c(c(=O)n3ncc(C(=O)N4CCN(c5ccc(Cl)cc5)CC4)c13)CN(Cc1ccc(OC)cc1)CC2 | -0.3% | 4 | 1 | -3 | -46* | -19 | 10 | 2% | 0.2
Cc1nc(-c2ccccc2)sc1C1(C)CC(c2ccc([N+](=O)[O-])cc2)=NO1 (stereo unspecified) | -1.4% | 2 | -8 | -2 | 1 | / | 5 | -17% | 0.0
CCc1ccccc1Nc1nc(-c2cccnc2)cs1 | -0.2% | 2 | 2 | -6 | -12 | 9 | 2 | ? | -0.1
Cc1nn(-c2ccccc2)c(N2CCCC2)c1/C=C1\N=C(c2ccc(OC(C)C)cc2)OC1=O | 1.2% | 14 | -2 | 6 | 5 | -1 | 17 | -7% | 1.5
c1ccc(OCc2nn3c(Cn4nnc5ccccc54)nnc3s2)cc1 | 0.2% | -6 | 0 | 6 | 13 | 1 | 0 | 0% | 0.2
O=C(CNC(=S)NC(=O)c1cccc([N+](=O)[O-])c1)c1ccccc1 | 1.5% | 8 | 2 | -6 | -11 | -23 | -1 | -5% | 0.3
